# Compound activity deposited in PubChem by Southern Research Specialized Biocontainment Screening Center.
# Salmonella PhoP GFP – Inhibition of PhoP regulon, Salmonella typhi GFP reporter cells, confirmation, 4 h (AID 1850). Salmonella Typhi PhoP-promoter GFP reporter, fluorescence, 4 h; higher % means a stronger effect. inhibition, % at 50 µM, or IC50 in µM where a hit was titrated. 310,000 tested, 0.33% active; in the data active means a potency from the dose series; inconclusive means inhibition mostly from about 25% at the one dose, without a potency; inactive means the rest, 99 in 100 with inhibition below about 19%;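 further: 0% = induced wells with vehicle and 100% = uninduced wells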
# H37Rv inhibition – M. tuberculosis growth inhibition, HTS (AID 449762). M. tuberculosis H37Rv growth inhibition, 7H9 media; higher % means a stronger effect. one-dose inhibition, % at 25 µM; IC50 in µM for titrated hits. 330,000 tested, 0.59% active; in the data active means a potency from the dose series; inconclusive means inhibition above about 70% without an active follow-up result;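 further: bacterial growth assessed after seven days of incubation; strong numbers were not always called active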
# VEEV TC-83 Vero – inhibitors of VEEV TC-83 cytopathic effect, confirmation, Vero cells (AID 588727). Vero cells, VEEV TC-83 cytopathic effect inhibition; higher % means a stronger effect. inhibition, % at 20 µM, or IC50 in µM where a hit was titrated. 350,000 tested, 0.13% active; in the data active means a potency from the dose series; inconclusive means inhibition mostly from about 14% at the one dose, without a potency; inactive means the rest, 99 in 100 with inhibition below about 12%; further: strong numbers were not always called active
# tuberculosis growth – growth inhibition of non-replicating M. tuberculosis (AID 488890). Mycobacterium tuberculosis non-replicating, growth inhibition; higher % means a stronger effect. inhibition, % at 25 µM, or IC50 in µM where a hit was titrated. 320,000 tested, 0.39% active; in the data active means a potency from the dose series; inconclusive means inhibition mostly from about 82% at the one dose, without a potency; inactive means the rest, 99 in 100 with inhibition below about 76%;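 further: plate controls were DMSO cells for no effect and high antibiotic wells for full effect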
# influenza NS1A – H1N1 influenza NS1A inhibitors, functional cell based assay (AID 504329) | 340,000 tested, 0.3% active | NS1A functional cell-based assay, percent inhibition; higher % means a stronger effect | inhibition, % at 12.5 µM, or IC50 in µM where a hit was titrated; in the data active means a potency from the dose series; inconclusive means inhibition above about 27% without an active follow-up result; further: strong numbers were not always called active
# VEEV TC-83 Vero 10K pilot screen – further read-out of VEEV TC-83 Vero, marked with its call; inhibition, %; measured here: 10K pilot screen inhibition
# The depositor's hits bear a star; i = inactive; u = inconclusive; x = no result given.
SMILES,Salmonella PhoP GFP,H37Rv inhibition,VEEV TC-83 Vero,tuberculosis growth,influenza NS1A,others
C[C@@]12C(=O)Nc3cc(Cl)ccc3C(=O)N1[C@H]1c3cc(Cl)ccc3OC[C@@H]1[C@@H]2c1ccccc1,x,6%,0.7%,59%,-2%,VEEV TC-83 Vero 10K pilot screen=0.2
CCOC(=O)c1cnn(-c2cc(C(C)(C)C)nc3c(-c4ccccc4)c(C)nn23)c1N,-2%,-4%,5.5%,-7%,2%,
CSCCNC(=O)Nc1c(-c2c(Cl)cccc2Cl)noc1C,2%,1%,i,-9%,14%,
CCC(C)N=Cc1c(NCc2ccco2)nc2c(C)cccn2c1=O (stereo not given),0%,-3%,7.2%,58%,0%,
Cc1ccc(S(=O)(=O)NC(C(=O)O)c2ccccc2)cc1 (stereo not given),6%,1%,0.4%,-5%,-5%,
CCOC(=O)CN(C(=O)c1snc(C(N)=O)c1N)C(C(=O)NC1CCCCC1)c1ccc(F)cc1 (stereo not given),0%,10%,i,51%,1%,
CC(C)N(Cc1nccn1C)C(=O)c1cc(COc2ccc3ncccc3c2)on1,-9%,-6%,0.4%,9%,-5%,
CCC1CSC(Nc2ccc(C(=O)/C=C/c3cccc(C)c3)cc2)=N1 (stereo not given),6%,19µM*,33%,19%,11%,
CCOC(=O)c1ccccc1NS(=O)(=O)c1c(C)nc2sccn2c1=O,x,-8%,2.1%,5%,6%,
COc1cccc(N(C(=O)c2snc(C(N)=O)c2N)C(C(=O)NCC2CCCO2)c2ccc(C)o2)c1 (stereo not given),4%,9%,0.1%,33%,-5%,
COc1ccc2c(c1)nc(SCC(=O)c1ccc(Br)s1)n2C,-4%,2%,i,64%,-5%,
CC(NC(=O)Cn1cc(Br)c([N+](=O)[O-])n1)c1ccccc1 (stereo not given),-7%,3%,i,-2%,-6%,
CCCN(Cc1cc2ccc(C)cc2[nH]c1=O)S(=O)(=O)c1ccccc1,-2%,2%,11%,20%,-3%,
Cc1ccc(C(=O)NC(=S)Nc2c(C)ccc3nsnc23)cc1,-7%,5%,0.6%,66%,7%,
COc1ccc(NC(=O)CSc2nnc(-c3ccc(F)cc3)o2)cn1,x,0%,1.6%,18%,-19%,
COc1ccc(C#Cc2c(-c3ccsc3)oc3ccc(N4CCOCC4)cc23)cc1,14%,48%,1.4%,31%,0%,
O=C(CC(=O)Nc1cccc(F)c1)Nc1cccc(F)c1,-5%,7%,1.4%,26%,1%,
O=C(NCc1cccs1)C1CCCCC1,-10%,-6%,4.0%,54%,-24%,
COC(=O)C(C(=O)NCC1CCCO1)C1CCCC1 (stereo not given),-16%,-16%,i,x,4%,
COc1cccc(NC(=O)CN(C)C(=O)CC2CCCCC2)c1,x,x,1.8%,x,-3%,

# Next part, starting with the last three of the part before.
SMILES,Salmonella PhoP GFP,H37Rv inhibition,VEEV TC-83 Vero,tuberculosis growth,influenza NS1A,others
O=C(NCc1cccs1)C1CCCCC1,-10%,-6%,4.0%,54%,-24%,
COC(=O)C(C(=O)NCC1CCCO1)C1CCCC1 (stereo not given),-16%,-16%,i,x,4%,
COc1cccc(NC(=O)CN(C)C(=O)CC2CCCCC2)c1,x,x,1.8%,x,-3%,
COc1ccccc1C(=O)Nc1ccnn1C1CCN(C/C=C/c2ccc(F)cc2)CC1,-5%,-2%,5.3%,21%,0%,
C[C@]12C(=O)N(c3ccccc3)C(=O)N1[C@@H]1c3ccccc3OC[C@@H]1[C@H]2c1ccccc1,7%,4%,i,19%,10%,
COC(=O)N1C(=O)[C@@](c2ccc(OC)cc2)(C(C)C)N1C(=O)OC,-16%,-12%,i,-22%,-4%,
O=C(Nc1cccc(S(=O)(=O)N2CCCCCC2)c1)c1ccc(Cl)nc1,x,-4%,7.2%,45%,-8%,
CCOc1ccc(NS(=O)(=O)N(C)C)cc1,10%,3%,0.3%,1%,-1%,
Cc1ccc(S(=O)(=O)NCCC(=O)NCCOc2ccccc2)cc1,x,x,1.9%,x,-11%,
COc1ccc(NC(=O)Cn2nnc(C(=O)NCc3cccc(OC)c3)c2N)cc1,7%,0%,0.8%,-15%,8%,
COCCNC(=O)CCc1nc(-c2ccccc2)no1,-5%,-8%,i,11%,-3%,
CC1CC(C)CN(C(=O)c2ccc(C#N)cc2)C1 (stereo not given),-4%,-10%,i,-8%,3%,
Cc1ccccc1N(C(=O)c1csnn1)C(C(=O)NC1CCCC1)c1ccncc1 (stereo not given),1%,1%,2.7%,0%,5%,
CN(c1ccccc1)S(=O)(=O)c1cccc(NC(=O)CCN2C(=O)C3CCCCC3C2=O)c1 (stereo not given),-3%,-3%,3.9%,25%,0%,
COc1ccc(OC)c(C2CC(=O)Nc3cc(OC)c(OC)c(OC)c32)c1 (stereo not given),9%,8%,7.4%,-16%,-9%,
COC(=O)CNc1c(-c2ccccn2)nc2ccc(Br)cn12,1%,-1%,5.0%,-2%,3%,
O=C(O)CC(c1cccc(C(F)(F)F)c1)N1CCS(=O)(=O)CC1 (stereo not given),-4%,-3%,i,0%,3%,
COc1ccccc1N1CCN(/N=C/c2ccc([N+](=O)[O-])cc2)CC1,0%,0%,2.0%,10%,1%,
CC(Sc1nnc(COc2ccc3ccccc3c2)n1C)C(=O)O (stereo not given),12%,-6%,0.1%,-1%,7%,
CC1=C(C(=O)c2ccccc2)C(c2ccc(OC(F)F)cc2)NC(=S)N1 (stereo not given),-2%,2%,4.4%,39%,-4%,
CS(=O)(=O)c1ccccc1-c1nnc(NC(=O)CCS(=O)(=O)c2ccc(Cl)cc2)o1,9%,5%,0.9%,66%,-10%,
COc1ccc(CCN2C(=O)NC(NC(=O)CC(C)C)(C(F)(F)F)C2=O)cc1OC (stereo not given),4%,4%,0.2%,0%,-4%,
Cc1ccc(NS(=O)(=O)c2ccc(C(=O)N3CCCC(C(F)(F)F)C3)cc2)cc1 (stereo not given),2%,12%,3.2%,10%,-7%,
C[C@]12CC[C@H](O)CC1=CCC1C2CC[C@]2(C)C(=O)[C@H](Br)CC12 (stereo not given in full),x,u,3.8%,74%,-24%,
O=C(Nc1nccs1)c1nc[nH]c1C(=O)N1CCc2ccccc2C1,x,-2%,0.9%,-11%,2%,
CCN(CC)S(=O)(=O)c1ccc(NN=C2CCN(C)CC2)c([N+](=O)[O-])c1,4%,-3%,0.3%,3%,8%,
O=C(O)C(Cc1ccc(F)cc1)c1ccccc1 (stereo not given),-1%,-5%,i,7%,19%,
COc1cc(CN(CC2CCCO2)C(=O)c2ccco2)cc(OC)c1OC (stereo not given),6%,-13%,0.1%,-4%,-3%,
Cc1cc2cc(CNC(=O)c3ccc(S(=O)(=O)N4CCCCC4)cc3)ccc2[nH]1,-4%,-10%,2.9%,21%,-10%,
CCOc1ccccc1C(=O)N(CN1CCCC1=O)c1cccc(Cl)c1,-5%,-2%,i,-4%,2%,
CC(C)C(=O)N1CCN(c2ccc([N+](=O)[O-])cc2Cl)CC1,0%,6%,0.3%,-4%,3%,
COc1ccccc1C1CCN(C(=O)c2ccc(C(C)(C)C)cc2)CC1,5%,55%,3.7%,24%,-3%,
COc1ccc(Nc2nc3ccc(C)cn3c(=O)c2/C=N/O)cc1,8%,-5%,0.3%,14%,3%,
COc1cccc(NC(=O)CN2C(=O)COc3ccc(Cl)cc32)c1,11%,-4%,1.2%,20%,-3%,
CCCn1c(=S)[nH]c2ccc(C(F)(F)F)cc21,4%,-2%,2.5%,-4%,-3%,
CCOC(=O)CSc1nc(-c2ccccn2)ncc1OC,-1%,u,i,u,12%,
O=C(NOCc1ccccc1)c1ccc(Cl)cc1Cl,x,8%,2.5%,3%,3%,
COC(=O)c1cc2ccccc2n1Cc1ccc(Cl)nc1,-20%,3%,i,14%,6%,
Cc1ccc(NC(=O)CC(NCCN2CCOCC2)C(=O)O)cc1Cl (stereo not given),1%,-11%,i,3%,4%,
CCOC(=O)C1=C(C)NC(=O)CC1c1cc(OC)c(OC)cc1Br (stereo not given),-2%,0%,i,1%,-4%,
CC(=O)c1ccc(NC(=O)C(=O)c2cn(CC(=O)N3CCCCC3)c3ccccc23)cc1,16%,1%,0.8%,-8%,11%,VEEV TC-83 Vero 10K pilot screen=0.1
CC(C)C(NC(=O)c1ccc(F)cc1)C(=O)N1CCN(c2ccccn2)CC1 (stereo not given),x,-3%,i,8%,-8%,
COc1ccc(CCNC(=O)C/C(C)=N/NC(=O)c2ccc(N)cc2)cc1OC,10%,7%,i,-5%,-8%,
O=[N+]([O-])c1cccc(Cl)c1CSc1ccccn1,-6%,6%,0.6%,21%,-7%,
COc1ccc(N(CCC#N)C(=O)/C(C#N)=C\c2cccs2)cc1,3%,1%,1.5%,-3%,18%,
CCOC(=O)c1c(NC(=O)Cc2cccs2)sc(C(=O)NC2CCCC2)c1C,-1%,6%,i,-2%,1%,
COc1ccc(NC(=O)Nc2ccc3c(c2)C(=O)N([C@H](C)CO)C[C@H](C)[C@@H](CN(C)C(=O)Nc2ccc4c(c2)OCO4)O3)cc1,x,3%,i,12%,2%,
COc1cccc(S(=O)(=O)NCc2ccc(C(=O)Nc3ccc(C)cc3)cc2)c1,0%,-3%,1.7%,-4%,12%,
C=CCOc1c(Br)cc(/C=N/n2c(CC)n[nH]c2=S)cc1Br,-10%,14%,2.3%,-5%,0%,
O=c1[nH]c(=S)n(C2CC2)c(O)c1C=NCCN1CCOCC1,4%,8%,1.9%,-16%,3%,
COc1ccccc1-n1nc(C)cc1N,2%,7%,1.1%,-3%,-4%,
COc1ccc(CNC(=O)c2ccccc2[N+](=O)[O-])cc1,2%,8%,1.4%,9%,-2%,
Cc1c(C#N)c2ncn(Cc3ccccn3)c(=O)c2n1-c1ccccc1,-3%,-3%,2.9%,-6%,-1%,

# As a short view, some entries already given.
SMILES,Salmonella PhoP GFP,H37Rv inhibition,VEEV TC-83 Vero,tuberculosis growth,influenza NS1A,others
O=[N+]([O-])c1cccc(Cl)c1CSc1ccccn1,-6%,6%,0.6%,21%,-7%,
COc1ccc(N(CCC#N)C(=O)/C(C#N)=C\c2cccs2)cc1,3%,1%,1.5%,-3%,18%,
CCOC(=O)c1c(NC(=O)Cc2cccs2)sc(C(=O)NC2CCCC2)c1C,-1%,6%,i,-2%,1%,

# Three entries picked at random from the list so far:
SMILES,Salmonella PhoP GFP,H37Rv inhibition,VEEV TC-83 Vero,tuberculosis growth,influenza NS1A,others
COc1ccc(Nc2nc3ccc(C)cn3c(=O)c2/C=N/O)cc1,8%,-5%,0.3%,14%,3%,
O=C(CC(=O)Nc1cccc(F)c1)Nc1cccc(F)c1,-5%,7%,1.4%,26%,1%,
O=c1[nH]c(=S)n(C2CC2)c(O)c1C=NCCN1CCOCC1,4%,8%,1.9%,-16%,3%,

# (cont.)
SMILES,Salmonella PhoP GFP,H37Rv inhibition,VEEV TC-83 Vero,tuberculosis growth,influenza NS1A,others
CCOc1ccc2nc(CN3CCN(Cc4ccccc4OCC)C(CCO)C3)ccc2c1 (stereo not given),-11%,49%,0.7%,77%,-7%,
C=CCn1c(SCC(=O)c2ccc(OC)cc2)nnc1C(C)NC(=O)c1cccs1 (stereo not given),-8%,-4%,2.8%,18%,-8%,
O=c1[nH]c(=S)[nH]c2[nH]c(=S)[nH]c12,-8%,-9%,x,-9%,x,
CC(=O)Nc1ccc(CN2CCN(Cc3ccc(C)cc3)C(CCO)C2)cc1 (stereo not given),-2%,-10%,i,23%,3%,
NC1=NC2(CCCCC2)N=C(Nc2ccc(Br)cc2)N1,13µM*,6%,8.1%,59%,5%,
CCOc1ccccc1NC(=S)Nc1ccc2cn[nH]c2c1,-16%,-6%,0.8%,70%,2%,
CCN1CCN(CCCN(Cc2ccco2)C(=S)Nc2ccc(Cl)c(C)c2)CC1,0%,-4%,2.1%,69%,13%,
COc1ccc(CCNC(=O)CC(=O)NCCc2ccc(OC)cc2)cc1,6%,10%,0.3%,-5%,5%,
COc1ccc(NC(=O)c2ccccn2)cc1,-4%,-7%,0.3%,-3%,5%,
CCOc1ccccc1OCCN1CCC(Cc2ccccc2)CC1,-4%,3%,0.3%,55%,12%,
CCNC(=S)/C(=C(/[O-])c1ccc([N+](=O)[O-])cc1)[n+]1ccccc1,-1%,-2%,2.2%,-6%,-10%,
CCOC(=O)C1=C(CSc2nc3ccccc3s2)NC(=O)NC1c1cc(C)ccc1C (stereo not given),-5%,7%,1.1%,39%,-7%,
Cc1nn(-c2ccccc2)c2sc(C(=O)NC3CCCCC3)cc12,-2%,-3%,i,-28%,-6%,
